SF-1 act – activators of human nuclear receptor SF-1 | CHO-K1 Gal4-SF-1 LBD luciferase reporter; % increase over DMSO SF-1-specific signal | Q13285 | AID 522 | actives 1.9% (n = 65,000) | activation, % at 10 µM;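 active = activation above the mean activation of all tested compounds plus 3 SD, cut at about 50% in these data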
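Assay system: CHO-K1 cells co-transfected with Gal4 DBD–human SF-1 LBD, 5xGal4 luciferase reporter; doses: 10 µM only; incubation: 20 h compound exposure at 37 °C after 1 h cell settling; signal: luciferase light emission; evaluation: percent activation versus DMSO; repeats: one test per compound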
S1P3 ag – agonists of human S1P3 receptor; S1P3 NFAT-BLA reporter cells, agonism, FRET ratio; relative to 1 µM S1P, basal subtracted; activation, % at 4.5 µM; actives 0.1% (n = 60,000);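 active = activation above the screen-wide mean plus 3 SD, cut at about 4.5% in these data, passing the limit was not always enough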; note: some compounds called inactive have numbers as strong as hits
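Benchmarks: high control 1 µM S1P / System: stable CHO line with human S1P3, Gα16, NFAT-BLA reporter / Dosing: single compound concentration, 4.5 µM final / Timing: 4 h compound at 37 °C, 2 h substrate at RT / Measured by: FRET β-lactamase substrate fluorescence, excitation 405 nm, 460/535 nm emission ratio, background-subtracted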
5-HT1A blocker – 5-HT1a (human) receptor antagonism | P08908 | inhibition, % at 10 µM | CHO 5-HT1a Ga15 NFAT-bla reporter, antagonist mode | actives 0.68% (n = 62,000) | AID 612;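 active = inhibition above the mean of all tested compounds plus 3 SD, cut at about 43% in these data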;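 note: receptor stimulated by 5-CT agonist at 100 nM near EC80; beta-lactamase reporter measured by ratiometric fluorescence of a cleavable substrate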
5HT1E antag – 5-HT1E (human) receptor antagonism; P28566; CHO 5-HT1E Ga15 NFAT-bla reporter, FRET, antagonist; inhibition, % at 6 µM; actives 0.99% (n = 65,000);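 active = inhibition above a set limit, the mean inhibition across every tested compound plus 3 SD, cut at about 29% in these data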;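 note: signal is the 460 over 535 nm emission ratio of beta-lactamase substrate; 0% = agonist plus DMSO wells and 100% = wells without agonist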
Target sequence (P28566 whole entry, looked up): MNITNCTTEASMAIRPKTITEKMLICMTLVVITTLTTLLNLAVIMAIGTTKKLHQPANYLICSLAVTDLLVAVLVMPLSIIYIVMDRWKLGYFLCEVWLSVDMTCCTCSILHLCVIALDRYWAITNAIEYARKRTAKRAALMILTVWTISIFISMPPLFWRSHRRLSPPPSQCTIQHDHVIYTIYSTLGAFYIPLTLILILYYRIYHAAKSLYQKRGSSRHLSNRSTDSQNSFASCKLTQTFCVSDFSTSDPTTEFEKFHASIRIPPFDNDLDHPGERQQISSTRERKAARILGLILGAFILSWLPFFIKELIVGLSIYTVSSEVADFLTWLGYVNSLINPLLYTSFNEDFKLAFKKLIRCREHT
S1P1 ag-PAM – S1P1 (human) agonism or agonism potentiation; actives 0.57% (n = 56,000); activation, % at 9.5 µM; S1P1 CRE-bla cells, forskolin, beta-lactamase FRET, potentiator mode; S1P1 agonist co-added at EC20, 2 nM; 100% = saturating reference agonist, 0% = basal; P21453; AID 449;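 active = activation above a cutoff set at the mean activation of all tested compounds plus 3 SD, cut at about 54% in these data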;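 note: forskolin at 4 µM as EC80 and the EC20 agonist is SEW2871; 100% = SEW2871 at its EC100 plus forskolin at EC80; some compounds past the cut are filed as inactive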
Target sequence (P21453 whole entry, looked up): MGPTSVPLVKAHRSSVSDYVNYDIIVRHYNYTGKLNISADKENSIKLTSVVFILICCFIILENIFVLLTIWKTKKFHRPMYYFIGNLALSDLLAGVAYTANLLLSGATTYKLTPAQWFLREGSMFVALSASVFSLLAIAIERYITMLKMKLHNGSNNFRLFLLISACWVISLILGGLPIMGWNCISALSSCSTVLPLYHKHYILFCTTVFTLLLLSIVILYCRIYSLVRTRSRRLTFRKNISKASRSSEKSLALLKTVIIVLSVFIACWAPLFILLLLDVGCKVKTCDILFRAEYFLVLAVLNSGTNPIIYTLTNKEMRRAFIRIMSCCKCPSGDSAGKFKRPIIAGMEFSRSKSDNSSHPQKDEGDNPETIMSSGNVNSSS
RORa activator – RORA (human) activation; P35398; CHO-K1 Gal4-RORA LBD luciferase reporter, luminescence; percent increase over mock-subtracted basal signal; activation, % at 10 µM; actives 1.5% (n = 65,000);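 active = activation above the mean of all tested compounds plus 3 SD, cut at about 49% in these data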;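 note: 0% = DMSO-treated RORA cells and 100% = added signal equal to DMSO minus mock-transfected cells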
5HT1E ag – activates the human 5-HT1E serotonin receptor | P28566 | CHO 5-HT1E Ga15 NFAT-bla reporter, FRET; 0% DMSO wells, 100% control agonist wells | activation, % at 6 µM | actives 0.69% (n = 65,000);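 active = activation above a set limit, the screen-wide mean activation plus 3 SD, cut at about 8.5% in these data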;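 note: 100% = positive control agonist at 1 µM giving full maximal response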
tolC growth inh – growth inhibitors of E. coli BW25113 tolC mutant | actives 2.2% (n = 65,000) | growth inhibition, % at 10 µM (by protocol) | OD615;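 active = growth inhibition at or above a cutoff equal to the mean over every tested compound plus 3 SD, cut at about 60% in these data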;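 note: growth measured after 20 h incubation at 37 °C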
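Assay system: tolC-deleted E. coli BW25113. Medium: kanamycin-containing LB broth (50 µg/mL). Dosing: 10 µM final, single dose. Timing: bacterial growth with compound for 20 h at 37 °C. Detection: A615 absorbance measurement. Read-out basis: growth inhibition in percent.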
AP complement – orthogonal test for alternative complement pathway inhibitors. AID 1235. inhibition, % at 5 µM. Human serum alternative complement pathway, LPS-coated ELISA, C3 deposition; tested in compound mixtures. actives 0.08% (n = 62,000);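 active = inhibition above 30% in each of the two pooled mixtures holding the compound, so the lower value exceeds 30%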;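 note: 0% = serum in Mg-EGTA without compound and 100% = EDTA serum blank; some compounds past the cut are filed as inactive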
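Assay system: human serum alternative complement pathway, C3 deposition on LPS-coated wells; Dosing: 5 µM per compound in ten-compound mixtures; Detection: Anti-C3 ELISA, OD 450 nm; Buffer or medium: Mg2+-EGTA GVB++ buffer containing human serum at 1:15 dilution; Timing: 1 h at 37 °C; Replication: two different pools per compound.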
Active calls of the source: *; / = not tested or not shown.

SMILES	SF-1 act	S1P3 ag	5-HT1A blocker	5HT1E antag	S1P1 ag-PAM	RORa activator	5HT1E ag	tolC growth inh	AP complement
CC1(C)Cc2c(sc3ncnc(N)c23)CO1	14	0.1	-7	0	-10	-1	0.3	-12	2
CCn1c(CCNC(=O)c2cccs2)nnc1SCC(=O)c1ccc(OC)cc1	-12	-0.2	-3	-5	/	-13	-0.7	-8	-19
Cc1cc(C(=O)CSc2nnnn2C)c(C)n1CCc1ccc(F)cc1	-12	3.7	-7	9	16	4	1.0	-3	2
Cc1ccc(C(=O)N2CCN(c3cccc(Cl)c3)CC2)cc1C	18	-1.8	8	5	24	8	0.6	68*	-7
Cc1ccc(CNC(=O)CSc2nc(C)cc(C)c2C#N)cc1	-10	-1.2	4	7	8	-10	-0.9	-2	14
O=C(CSc1ccc2nnc(-c3cccnc3)n2n1)N1CCc2ccccc21	13	-0.6	-1	7	-13	-6	0.1	-18	19
CCOC(=O)c1c(C)n(OCc2ccccc2)c2ccc3c(no[n+]3[O-])c12	4	-1.5	2	0	-37	-14	1.1	1	5
CC(C)c1[nH]nc2c1C1(CCN(Cc3ccccc3)CC1)C(C#N)=C(N)O2	-7	-0.9	-3	12	3	20	0.1	-15	27
COC(=O)c1c(C)[nH]c(C)c1-c1ccccc1Cl	-6	-1.0	8	3	36	11	-0.9	-4	0
c1cncc(-c2nc3ccccn3c2Nc2ccc3c(c2)OCCO3)c1	33	-0.5	12	10	-12	14	0.3	15	21
CCc1ccccc1NC(=O)CSc1nnc(-c2ccco2)n1N	3	-1.2	0	-6	-7	-7	0.8	-19	14
COCCNC(=O)CSCc1c(F)cccc1Cl	-18	-0.8	0	6	/	1	-1.3	-4	-8
COc1ccccc1-c1cc(C(=O)NCCCn2ccnc2)no1	10	-0.9	-2	-4	-8	-3	-0.1	-2	1
Cn1c(Cn2c(=O)sc3ccccc32)nnc1SCC(=O)Nc1cccc(F)c1	11	-0.4	0	-16	5	3	0.5	-2	8
O=C(O)c1cc(-c2ccc(Cl)cc2)n[nH]1	4	-1.0	-6	4	/	-16	0.2	-5	11
Oc1ccc(COCc2ccccc2)c2cccnc12	5	-1.7	12	47*	20	3	0.3	22	-11
CCC(C)[C@H](NC(=O)Nc1cccc(OC)c1)C(=O)OC (some centres undefined)	-13	-0.6	-2	-5	-1	-19	1.3	-13	13
O=C(NC1CC2CCCC(C1)N2Cc1cccs1)N1CCOCC1 (centres undefined)	-9	-1.2	11	-4	-15	26	0.6	-5	-28
CC(=O)Nc1cccc(C(=O)OCc2ccccc2)c1	32	0.2	-9	20	/	30	-0.4	7	-7
O=C(NC1CCCCC1)C1CCN(S(=O)(=O)N2CCCCCC2)CC1	6	-0.2	3	-2	0	4	0.1	3	7
CCOCc1cc(C)[nH]c(=O)c1C#N	-1	-0.5	-12	-9	-15	-17	0.0	-15	-2
CCCCOc1ccc(OC(=O)c2cccnc2)cc1	-66	-0.6	6	-13	-16	-31	0.4	15	4
COC(=O)c1ccc(CSc2nc(-c3ccc(OC)cc3)nc3c2c(=O)n(C)c(=O)n3C)o1	2	-0.8	5	3	7	-14	-0.5	12	9
Cc1ccc(-c2nnn(CC(=O)Nc3cccc4c3CCCC4)n2)o1	4	-0.9	-4	-6	-19	-18	0.6	17	10
COc1cccc(-c2nnc(SCC(=O)OC(C)C)n2Cc2ccco2)c1	-15	-0.5	8	-8	2	-6	1.0	22	-16
Cc1ccc(-n2nnnc2SCC(N)=O)c(C)c1	6	-0.6	-4	-4	-7	-14	0.4	-1	0
CCOc1cc2[nH]c(=O)n(CCC(=O)N3CCN(c4ccccc4OC)CC3)c(=O)c2cc1OCC	-3	-0.5	-2	1	0	0	-0.6	-6	2
CCCOc1ccc(C(=O)N2CCCC2)cc1OC	18	-0.6	-5	5	/	-11	0.5	-9	11
COCCOC(=O)C1=C(C)NC2=C(C(=O)CC(C)(C)C2)C1c1cccnc1 (centres undefined)	-17	-0.2	-6	6	-1	-2	1.4	-17	10
CCOC(=O)Cn1c(=NC(=O)CSC(C)=O)sc2cc(OC)ccc21	19	/	25	3	/	7	-0.8	-11	10
COc1ccc(S(=O)(=O)N(CC(=O)NCc2ccco2)c2ccccc2)cc1OC	-1	1.0	-17	2	-12	-4	-0.2	4	0
C=CCn1c(SCc2c(C)noc2C)nnc1C1COc2ccccc2O1 (centres undefined)	-2	1.3	18	-7	-4	-4	-0.3	34	-13
COc1ccc(N2C(=O)CC(N3CCN(S(=O)(=O)c4c(F)cccc4F)CC3)C2=O)cc1OC (centres undefined)	2	-0.9	-1	7	6	-30	0.0	-3	5
FC(F)(F)c1cc(-c2cccs2)nc(NCc2ccco2)n1	10	/	10	13	/	16	-1.9	3	1
CCOC(=O)c1c(C)[nH]c(C(=O)OCc2c(C)noc2C)c1C	0	-0.5	8	22	-29	-1	0.2	10	-39
O=C(Nc1ccon1)C(Sc1ccccc1)c1ccccc1 (centres undefined)	12	-1.2	20	-1	12	-2	-0.1	24	5
CSCCOC(=O)c1[nH]c2c(c1C)C(=O)CC(c1ccco1)C2 (centres undefined)	41	0.1	27	57*	21	4	0.6	7	14
Cc1c(C(=O)NCCC2=CCCCC2)oc2ccc(S(=O)(=O)N3CCC4(CC3)OCCO4)cc12	14	/	18	11	/	-3	1.7	22	12
CC(=O)C1=C(C)NC(SCC(=O)c2ccc(Cl)c(Cl)c2)=C(C#N)C1c1ccco1 (centres undefined)	21	0.0	13	21	25	17	-0.6	59	12
O=C(c1cccnc1)N1C2C=CC(C2)C1(C(F)(F)F)C(F)(F)F (centres undefined)	-3	0.5	-5	-7	-4	-7	1.2	-8	23
COc1ccc(NS(=O)(=O)c2ccc(OC)c(OC)c2)cc1OC	-3	-0.5	-16	-2	/	12	0.0	-9	6
CCOc1ccc(C2C(C(=O)OC)=CN(CCOC)C=C2C(=O)OC)cc1	0	0.8	-12	-8	-45	-8	3.0	2	9
COc1ccc(NC(=O)CCc2nc(-c3ccccc3F)no2)cc1	20	-2.0	4	-3	12	3	-0.6	21	8
CCOc1ccc(NC(=O)c2cccc(-n3cnnn3)c2)cc1	-2	/	-23	13	/	14	-0.4	-20	2
CCOC(=O)c1c(NC(=O)Cn2nnc3ccccc32)sc2c1CCC(C)C2 (centres undefined)	-18	1.1	-7	7	-15	11	0.3	47	3
CCCCc1c(C(=O)O)cc(OC)cc1C(=O)O	0	-0.5	-20	2	7	3	0.1	-10	-18
CCOc1ccccc1NC(=O)C1CCN(S(=O)(=O)c2ccc(OC)c(OC)c2)CC1	8	-2.4	2	1	-2	-16	-0.3	16	9
O=C(c1ccc(S(=O)(=O)N2CCOCC2)cc1)N1CCN(c2ccccc2F)CC1	1	-1.4	-2	-3	3	14	-0.6	-3	-13
O=C(NC1CS(=O)(=O)CC1NCc1ccco1)c1ccccc1 (centres undefined)	10	-0.4	5	10	0	0	-0.8	-5	-8
COc1cccc(-c2nnc(N(C)C(=O)C3CCOC3)s2)c1 (centres undefined)	29	/	-12	11	/	46	0.4	-13	5

Retrieved by structure from the entries so far (four):
SMILES	SF-1 act	S1P3 ag	5-HT1A blocker	5HT1E antag	S1P1 ag-PAM	RORa activator	5HT1E ag	tolC growth inh	AP complement
CCOc1ccc(C2C(C(=O)OC)=CN(CCOC)C=C2C(=O)OC)cc1	0	0.8	-12	-8	-45	-8	3.0	2	9
CCOc1ccccc1NC(=O)C1CCN(S(=O)(=O)c2ccc(OC)c(OC)c2)CC1	8	-2.4	2	1	-2	-16	-0.3	16	9
COc1ccc(NS(=O)(=O)c2ccc(OC)c(OC)c2)cc1OC	-3	-0.5	-16	-2	/	12	0.0	-9	6
CCOC(=O)c1c(NC(=O)Cn2nnc3ccccc32)sc2c1CCC(C)C2 (centres undefined)	-18	1.1	-7	7	-15	11	0.3	47	3

The list goes on.
SMILES	SF-1 act	S1P3 ag	5-HT1A blocker	5HT1E antag	S1P1 ag-PAM	RORa activator	5HT1E ag	tolC growth inh	AP complement
CCOC(=O)N1CCN(C/C(C)=C/c2ccccc2)CC1	-12	-2.2	-2	9	4	11	0.0	5	11
CCc1ccc(CC)c(S(=O)(=O)Nc2ccc(C(=O)O)c(O)c2)c1	24	-0.3	5	-3	-5	-12	0.5	15	-11
Cc1nnc2c(-c3ccccc3)nc3ccccc3n12	6	0.6	0	18	-53	-7	0.2	3	1
Cc1cc(C)nc(SCCn2c(N3CCC(C)CC3)nc3c2c(=O)n(C)c(=O)n3C)n1	8	/	5	10	/	3	-0.9	-2	11
CCOc1cccc(-c2nnc(SCC(=O)Nc3ccc(OC)c(OC)c3)n2N)c1	-11	-0.8	3	-1	-8	13	1.0	-25	25
CC12CCC3(CO)COC(c4ccccc4O1)C2C3 (centres undefined)	8	-0.6	-5	2	20	-22	0.1	-7	-8
CC1CC(C)CN(C(=O)CSc2nnc(-c3ccc(F)cc3)o2)C1 (centres undefined)	0	-1.5	8	-3	-16	-9	0.6	1	8
CC1(C)CC(=O)c2c(O)cc(O)cc2O1	2	-1.1	16	11	-5	11	-1.3	-4	0
CCOc1ccccc1NC(=O)CSc1nnc(-c2ccco2)n1Cc1ccco1	-9	/	16	-5	/	-10	0.3	18	6
CCOC(=O)CN(C(=O)CSc1nnc(-c2ccncc2)n1CCCN(C)C)c1ccccc1	6	-0.9	-9	-1	-5	5	0.1	-17	0
CC1C=CCC2C(=O)N(c3cccc(C(=O)N4CCN(c5ccc(F)cc5)CC4)c3)C(=O)C12 (centres undefined)	7	-0.2	7	11	-4	-5	0.7	6	19
Cc1ccc(-n2c(SCc3cc(=O)n4ccsc4n3)nnc2-c2cccnc2)c(C)c1	8	-0.7	0	12	-1	6	-0.3	-1	-16
Cc1nc(C)c(C(=O)C2=C(O)C(=O)N(CCCn3ccnc3)C2c2ccc(Cl)cc2)s1 (centres undefined)	2	0.1	0	1	-6	8	0.4	-11	8
COc1ccc(CCNC(=O)c2cc(-c3ccccc3O)n[nH]2)cc1OC	5	-0.8	5	6	-131	-2	2.9	-22	26
COc1cccc2cc(C(C)N(CCCN3CCOCC3)C(=O)Nc3ccc(Cl)cc3)oc12 (centres undefined)	-22	-1.2	20	14	12	-21	16*	29	12
O=c1[nH]c(C2CCCN(S(=O)(=O)c3ccc(F)cc3)C2)nc2c1nnn2Cc1ccccc1 (centres undefined)	16	-0.7	-9	4	4	-16	0.4	15	18

Bioassay records from PubChem.

Compounds as they come; overall some 7.1% were active at least once.
